# Screening data (PubChem)
# PAFAH1B3 FP inh: blocks human PAF acetylhydrolase 1B catalytic subunit 3 | Q15102 | recombinant PAFAH1B3, FP-rhodamine probe, fluorescence polarization | inhibition, % at 3.39 µM | 0.28% of 340,000 active | AID 492972;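 active = inhibition above the screen-wide average of all tested compounds plus 3 SD, cut at about 25% in these data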;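 also: 0% = enzyme with DMSO only and 100% = wells lacking PAFAH1B3 protein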
# LYPLA1 counter: LYPLA1 (human) inhibition in PME1 counter-screen. recombinant LYPLA1, FP-Rh probe fluorescence polarization. O75608. 0.16% of 320,000 active. AID 2174. inhibition, % at 5.9 µM;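 active = inhibition above the mean of all tested compounds plus 3 SD, set per campaign, cut at about 14% in these data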;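 also: inhibitors block serine hydrolase probe labeling of LYPLA1 so polarization falls; 0% = enzyme with DMSO and 100% = wells lacking LYPLA1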
# PAFAH2 FP inh: PAFAH2 (human) inhibition; AID 492956; Q99487; inhibition, % at 3.39 µM; 0.99% of 340,000 active; recombinant PAFAH2, FP-rhodamine activity probe, fluorescence polarization;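 active = inhibition above the mean over all tested compounds plus 3 SD, cut at about 30% in these data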;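 also: inhibitors block probe labeling of enzyme so polarization drops; 0% = enzyme with DMSO and 100% = wells lacking PAFAH2 protein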
# PREPL inhibitor: inhibits the human prolyl oligopeptidase-like enzyme; AID 2751; Q4J6C6; inhibition, % at 5.96 µM; 0.68% of 320,000 active; recombinant PREPL, fluorescence polarization activity-based probe; in the data active = inhibition above about 43%;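 also: 0% = enzyme with DMSO and 100% = wells lacking enzyme; many of its hits are not listed in these tables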
# LYPLA2 counter: LYPLA2 (human) inhibition in PME1 counter-screen; O95372; recombinant LYPLA2, FP-Rh probe fluorescence polarization; inhibition, % at 5.9 µM; 0.38% of 320,000 active; AID 2177;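 active = inhibition above the screen-wide mean plus 3 SD, limit set per campaign, cut at about 26% in these data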;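 also: 0% = LYPLA2 with DMSO and 100% = wells lacking LYPLA2 enzyme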
# Target sequence (O95372 whole entry, looked up): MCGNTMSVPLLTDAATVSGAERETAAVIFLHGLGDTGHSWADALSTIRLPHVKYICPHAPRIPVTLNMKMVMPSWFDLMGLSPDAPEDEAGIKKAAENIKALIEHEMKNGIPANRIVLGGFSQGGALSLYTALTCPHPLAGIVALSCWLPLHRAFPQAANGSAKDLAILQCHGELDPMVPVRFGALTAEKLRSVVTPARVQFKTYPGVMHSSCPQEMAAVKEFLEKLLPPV
# GSTO1 inh: GSTO1 inhibition, counter-screen for RBBP9 inhibitors | 1.1% of 300,000 active | AID 1974 | inhibition, % at 5.96 µM | recombinant GSTO1, activity-based probe fluorescence polarization | P78417;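 active = inhibition above the campaign mean inhibition plus 3 SD, cut at about 35% in these data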;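 also: 0% = GSTO1-1 with DMSO and 100% = wells lacking GSTO1-1 enzyme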
# Target sequence (P78417 whole entry, looked up): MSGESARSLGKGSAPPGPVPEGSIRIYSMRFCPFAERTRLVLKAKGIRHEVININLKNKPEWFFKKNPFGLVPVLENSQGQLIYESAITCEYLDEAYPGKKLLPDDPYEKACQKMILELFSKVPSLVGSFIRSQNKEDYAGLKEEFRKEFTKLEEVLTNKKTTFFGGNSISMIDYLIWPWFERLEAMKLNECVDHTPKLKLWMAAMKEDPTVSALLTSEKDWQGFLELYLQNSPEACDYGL
# PAFAH1B2 inh: inhibitors of human PAFAH1B2; P68402; recombinant PAFAH1B2, FP-rhodamine activity probe, fluorescence polarization; inhibition, % at 3.39 µM; 1.2% of 340,000 active;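 active = inhibition above the mean of all tested compounds plus 3 SD, cut at about 24% in these data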;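 also: 0% = enzyme with DMSO and 100% = wells lacking PAFAH1B2; many of its hits are not listed in these tables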
# PAD4 FP inh: PAD4 (human) enzyme inhibition; recombinant PAD4, RCA probe fluorescence polarization; Q9UM07; 0.41% of 330,000 active; inhibition, % at 6.36 µM;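 active = percent inhibition above a cutoff equal to the mean of all tested compounds plus 3 SD, cut at about 15% in these data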;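 also: 0% = PAD4 with RCA probe and DMSO and 100% = probe without PAD4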
# pPAFAH FP inh: pPAFAH (human) enzyme inhibition | AID 463082 | 1.5% of 330,000 active | Q13093 | inhibition, % at 3.39 µM | recombinant pPAFAH, FP-rhodamine probe fluorescence polarization;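 active = inhibition above the mean inhibition across the screen plus 3 SD, cut at about 25% in these data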;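 also: inhibitors block binding of the rhodamine activity-based probe so polarization drops; 0% = enzyme with DMSO and 100% = wells lacking pPAFAH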
# Target sequence (Q13093 whole entry, looked up): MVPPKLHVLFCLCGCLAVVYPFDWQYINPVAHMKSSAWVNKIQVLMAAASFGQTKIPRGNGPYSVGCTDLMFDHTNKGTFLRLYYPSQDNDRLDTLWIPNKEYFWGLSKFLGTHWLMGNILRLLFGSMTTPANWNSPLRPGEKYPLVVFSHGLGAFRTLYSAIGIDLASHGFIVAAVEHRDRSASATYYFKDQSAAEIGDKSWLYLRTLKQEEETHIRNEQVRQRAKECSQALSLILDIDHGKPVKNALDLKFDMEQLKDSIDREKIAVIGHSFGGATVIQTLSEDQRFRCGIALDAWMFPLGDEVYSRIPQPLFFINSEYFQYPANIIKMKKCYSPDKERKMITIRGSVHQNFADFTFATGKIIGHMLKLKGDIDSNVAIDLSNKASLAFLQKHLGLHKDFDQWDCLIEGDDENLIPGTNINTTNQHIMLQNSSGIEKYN
# Active calls of the source: *; . = not tested or not shown; & = joins results of further samples. An excerpt (hit frequency here may not be typical).
1. CSc1ccccc1C(=O)N(CC1CCCO1)c1c(N)n(Cc2ccccc2)c(=O)[nH]c1=O (centres undefined)
2. CC1=C(C(=O)Nc2ccc(C)cc2)C(c2ccc(N(C)C)cc2)NC(=O)N1 (centres undefined)
3. COc1ccc(CC(=O)Nc2cc(C)on2)cc1OC
4. CC(C)n1ncc2c(C(=O)Nc3ccc(S(C)(=O)=O)cc3)cc(C3CC3)nc21
5. Cc1ccc2nc(NC(=O)CSCc3ccccc3)sc2c1
6. N#Cc1c(C#N)c(O)c2ccccc2c1O
7. COc1ccc(-c2nc(CS(=O)CC(=O)NCCCN3CCCC3)c(C)o2)cc1OC (centres undefined)
8. Cc1ccc(C)c(NC(=O)CN(C)C(=O)c2ccccc2OCc2ccccc2Cl)c1

assay / entry	1	2	3	4	5	6	7	8
PAFAH1B3 FP inh	3	1	-3	8	-2	8	7	6
LYPLA1 counter	-1	-2	3	-5	1	2	1	4
PAFAH2 FP inh	-1	-9	-9	-2	2	4	4	1
PREPL inhibitor	2	29	2	-2	3	1	3	9
LYPLA2 counter	0	5	5	-6	3	-2	3	2
GSTO1 inh	3	0	10	.	-1	19	3	3
PAFAH1B2 inh	4	-3	2	4	0	10	2	6
PAD4 FP inh	5	-2	1	-10	0	-10	1	-6
pPAFAH FP inh	6	9	4	-4	4	9	4	4

# Record cards (already shown):
# Entry for CC1=C(C(=O)Nc2ccc(C)cc2)C(c2ccc(N(C)C)cc2)NC(=O)N1 (centres undefined) : PAFAH1B3 FP inh = 1; LYPLA1 counter = -2; PAFAH2 FP inh = -9; PREPL inhibitor = 29; LYPLA2 counter = 5; GSTO1 inh = 0; PAFAH1B2 inh = -3; PAD4 FP inh = -2; pPAFAH FP inh = 9
# Entry for Cc1ccc2nc(NC(=O)CSCc3ccccc3)sc2c1 : PAFAH1B3 FP inh = -2; LYPLA1 counter = 1; PAFAH2 FP inh = 2; PREPL inhibitor = 3; LYPLA2 counter = 3; GSTO1 inh = -1; PAFAH1B2 inh = 0; PAD4 FP inh = 0; pPAFAH FP inh = 4

# Next section:
9. O=[N+]([O-])c1ccc(OCCOc2ccccc2/C=N/n2cnnc2)cc1
10. COc1cccc(C(=O)NCCC(=O)NCc2cc(=O)n(C)c(=O)n2C)c1
11. Cc1ccc(N2CC(C(=O)Nc3ccc(N4CCOCC4)cc3)CC2=O)cc1C (centres undefined)
12. O=C(Nc1ccc(S(=O)(=O)N2CCCC2)cc1)Nc1ccc(F)cc1F
13. COc1ccc(CC(=O)Nc2ccc(N(C)C)c3ccccc23)cc1
14. CCOC(=O)c1ccc(NC2Nc3cc(C)nn3S2)cc1 (centres undefined)
15. O=C(NC1CCOCC1)C1CCC(=O)N(CCc2ccc(Cl)cc2)C1 (centres undefined)
16. COc1ccc(C2CC(=O)Oc3cc(OC)c(OC)c(OC)c32)cc1 (centres undefined)

assay / entry	9	10	11	12	13	14	15	16
PAFAH1B3 FP inh	-3	4	-2	-2	1	-1	11	3
LYPLA1 counter	1	-3	-5	-13	1	0	0	.
PAFAH2 FP inh	2	12	-14	-13	4	0	7	-4
PREPL inhibitor	14	-7	21	4	5	5	15	.
LYPLA2 counter	-4	2	-8	-19	2	-3	-1	.
GSTO1 inh	1	6	-2	-2	5	-2	1	.
PAFAH1B2 inh	4	-1	-3	-3	1	-3	5	1
PAD4 FP inh	-5	5	-14	1	-6	-3	-6	3
pPAFAH FP inh	4	0	1	-6	12	1	2	3

17. CNc1nc(Nc2ccc(C)c(Cl)c2)nc(N)c1[N+](=O)[O-]
18. CC1Cc2cc(S(=O)(=O)N3CCCC(C(=O)N4CCCCC4)C3)ccc2N1C(=O)C1CC1 (centres undefined)
19. Cc1[nH][nH]c(=O)c1C(c1ccc(-c2ccc(Cl)c(Cl)c2)o1)c1c(C)[nH][nH]c1=O
20. O=C1C2CCCCN2C(=O)N1CCCCN1CCN(c2ccc(F)cc2)CC1 (centres undefined)
21. S=c1[nH]nc(Nc2ccccc2Cl)s1
22. COC(Cc1nnc(SC)n1-c1ccccc1)OC
23. Cc1cccc(OCC(=O)N2CCC(N3CCCCCC3)CC2)c1
24. COc1ccc(N(CC(=O)Nc2cccc3ccccc23)S(C)(=O)=O)cc1

assay / entry	17	18	19	20	21	22	23	24
PAFAH1B3 FP inh	-11	8	7	1	1	9	-3	15
LYPLA1 counter	-10	-2	1	3	0	1	1	-2
PAFAH2 FP inh	-12	12	15	4	-4	-10	6	-5
PREPL inhibitor	-61	6	13	19	1	-7	18	0
LYPLA2 counter	-18	-9	9	4	-5	5	1	2
GSTO1 inh	-13	-2	35*	-1	4	2	2	4
PAFAH1B2 inh	-4	4	3	3	7	2	3	-2
PAD4 FP inh	2	0	1	-4	1	-4	-4	0
pPAFAH FP inh	4	7	22	4	0	-1	-1	5

25. O=C(C[n+]1ccc2ccccc2c1)c1cccc2ccccc12
26. CCCc1cc(=O)n2[nH]c(C)cc2n1
27. COc1ccccc1CNc1ncnc2c1nnn2Cc1ccccc1
28. O=c1c2c3c(sc2nc(NCCOCCO)n1Cc1ccco1)CCCCC3
29. O=C(c1ccco1)N1CCN(Cc2nc3ccc([N+](=O)[O-])cc3c(=O)n2-c2ccccc2F)CC1
30. Cc1sc(Nc2ccc([N+](=O)[O-])cc2)nc1-c1c(C)n(C)n(-c2ccccc2)c1=O
31. Cc1coc2cc3oc(=O)c4c(c3cc12)CCCC4
32. CCOC(=O)C1=C(COC(=O)/C=C/c2ccc(O)c(OC)c2)NC(=O)NC1C (centres undefined)

assay / entry	25	26	27	28	29	30	31	32
PAFAH1B3 FP inh	2	4	11	11	3	7	6	7
LYPLA1 counter	2	-2	-5	6	1	3	1	-1
PAFAH2 FP inh	3	2	-6	9	5	-4	11	5
PREPL inhibitor	52*	-2	-27	9	10	10	-13	20
LYPLA2 counter	5	2	-2	7	1	7	2	6
GSTO1 inh	-1	-2	2	-6	5	5	1	.
PAFAH1B2 inh	-4	2	2	-4	3	1	-2	1
PAD4 FP inh	-5	2	0	1	0	-2	-2	-2
pPAFAH FP inh	5	-1	4	18	-5	7	5	0

33. CCOc1nc(C)ccc1-c1noc(C)n1
34. CC(=O)Nc1ccc(-c2csc(Nc3ccc(S(N)(=O)=O)cc3)n2)cc1
35. O=C(Cn1cc(C(F)(F)F)cc(Cl)c1=O)NCC1COc2ccccc2O1 (centres undefined)
36. CC(C)(C)c1ccc(OCc2nc(-c3ccccn3)no2)c(Br)c1
37. COc1cc(F)c(C2=CC(=O)C[C@H](c3ccc4c(c3)OCO4)C2)cc1F
38. O=C(Nc1ccccn1)C1(c2ccccc2)CCCC1
39. O=C(CN(Cc1ccccc1)S(=O)(=O)c1ccc(F)cc1)NCc1cccnc1
40. O=c1oc2ccccc2c(NC2CCCCC2)c1NS(=O)(=O)c1ccc(F)cc1

assay / entry	33	34	35	36	37	38	39	40
PAFAH1B3 FP inh	-2	14	4	7	6	2	12	0
LYPLA1 counter	1	-2	0	-5	1	-2	3	-1
PAFAH2 FP inh	0	-3	-1	-3	2	-4	10	0
PREPL inhibitor	1	1	-4	10	-14	-1	-4	6
LYPLA2 counter	0	5	6	5	1	3	-1	1
GSTO1 inh	2	1	.	-7	.	-13	-1	2
PAFAH1B2 inh	2	-1	2	-2	8	26*	3	3
PAD4 FP inh	0	-3	4	-1	2	-3	-5	-1
pPAFAH FP inh	3	13	2	12	0	1	1	-3

41. CCN1C(=O)[C@H]2[C@@H](c3ccc(-c4ccc(OC)cc4)cc3)N[C@@](Cc3ccccc3)(C(=O)OC)[C@H]2C1=O
42. CCOC(=O)C(Sc1cc(C)nc(N)n1)C(C)=O (centres undefined)
43. COc1ccc(C(=O)NCCCCCC(=O)O)cc1OC
44. CN(Cc1nc(-c2cccs2)no1)CC1(N2CCOCC2)CCCCC1
45. COc1ccc(CCNC(=O)c2oc3ccc(OC)cc3c2C)cc1
46. O=C(CCC(=O)N1CCN(Cc2ccccc2)CC1)Nc1nnc(C2CCCCC2)s1
47. CN(CC(=O)Nc1cc(S(=O)(=O)N2CCCC2)ccc1Cl)Cc1ccc2c(c1)OCO2
48. Cc1noc(-c2ccccc2)c1NC(=O)Nc1ccc(Cl)cc1

assay / entry	41	42	43	44	45	46	47	48
PAFAH1B3 FP inh	-7	3	6	7	-1	0	-4	-10
LYPLA1 counter	2	-4	0	-1	-3	-6	0	-8
PAFAH2 FP inh	6	-9	-5	-1	0	4	3	7
PREPL inhibitor	1	3	-2	21	-3	-5	8	1
LYPLA2 counter	7	7	3	1	5	2	7	-12
GSTO1 inh	-1	1	-1	10	-3	-1	.	6
PAFAH1B2 inh	-2	1	4	4	-6	2	7	-1
PAD4 FP inh	0	0	-3	-7	1	4	0	-2
pPAFAH FP inh	6	6	4	3	3	4	21	-5

49. C=C1Cn2c(nnc2-c2ccc(Cl)cc2)S1
50. O=C(COC(=O)c1cccs1)Nc1ccc(F)c(F)c1
51. CN1CCN(C(=O)c2cnn3c(C(F)F)cc(C4CC4)nc23)CC1
52. CC(=O)N1CCN=C1SCc1ccc(Cl)cc1
53. Cc1ccc(-n2c(-c3cc(-c4ccco4)[nH]n3)n[nH]c2=S)c(Br)c1
54. CCCn1c(/N=C/c2cc(OC)ccc2O)nc2ccccc21
55. Cc1ccc(C(C(=O)NC2CCCCC2)N(CCC(C)C)C(=O)CNC(=O)c2ccco2)o1 (centres undefined)
56. Cc1cc(/C=N/Nc2ccc([N+](=O)[O-])cn2)c(C)n1-c1ccc(C(=O)O)cc1

assay / entry	49	50	51	52	53	54	55	56
PAFAH1B3 FP inh	7	4	7	1	8	0	11	11
LYPLA1 counter	-1	1	-1	2	-6	4	-1	2
PAFAH2 FP inh	0	79*	0	4	11	5	-2	8
PREPL inhibitor	2	0	6	8	-1	10	14	21
LYPLA2 counter	-8	6	3	-2	-3	1	-6	9
GSTO1 inh	-4	.	3	3	9	-5	1	19
PAFAH1B2 inh	-2	-1	1	4	3	5	9	-1
PAD4 FP inh	2	-2	-5	0	3	-10	0	2
pPAFAH FP inh	0	9	5	4	17	-3	-6	54*

57. Cc1cc(C)cc(N(CC(=O)N2CCN(c3ccccc3)CC2)S(=O)(=O)c2c(C)noc2C)c1
58. O=C(Nc1ccc(F)cc1)c1ccc(=O)[nH]n1
59. COc1cc2nc(CN3CCN(S(=O)(=O)c4ccc(C)c(C)c4)CC3)[nH]c(=O)c2cc1OC
60. O=C1CC(c2ccc(S(=O)(=O)N3CCN(c4ccccc4)CC3)cc2)CN1 (centres undefined)
61. C=C(C)Cn1c(CCNC(=O)C(C)C)nc2ccccc21
62. COC(=O)C1CCN(CC(=O)Nc2cc(Cl)ccc2OC)CC1
63. O=C(COc1ccc(Cl)cc1)N1CCN(Cc2ccc3c(c2)OCO3)CC1

assay / entry	57	58	59	60	61	62	63
PAFAH1B3 FP inh	3	4	7	9	0	.	-2&4
LYPLA1 counter	0	-6	1	1	-1	-1	1&1
PAFAH2 FP inh	2	-9	6	7	2	.	-8&-6
PREPL inhibitor	3	-4	7	-81	-7	4	-7&-4
LYPLA2 counter	1	-3	1	2	1	1	34*
GSTO1 inh	1	0	5	0	2	5	5&-2
PAFAH1B2 inh	8	4	5	-1	1	.	3&1
PAD4 FP inh	-6	6	-1	-2	1	-1	-3&-7
pPAFAH FP inh	1	2	7	0	1	7	-4&-1
